aSyn yeast rescue – rescues yeast growth from alpha-synuclein toxicity; S. cerevisiae alpha-synuclein toxicity rescue, BacTiter-Glo growth, 24 h; 94,000 tested, 0.02% active; AID 1347070; Potency, µM (doses to about 46.1 µM), for inactives: top-dose growth rescue (activation), most hits filed as activators; active means well fitted activation curve with a large enough effect; further: 0% is about no effect
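Growth restoration measured by BacTiter-Glo luminescence after 24 hr at 30 deg C; alpha-synuclein yeast, raffinose-pregrown to mid-log, were added at OD600=0.02 in galactose medium onto pinned compounds.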
* hit, by the source's call; [ ] = remark or other dose. Potency means the concentration at half of the fitted maximal effect. These rows are one share of the data, so the mix of outcomes need not match the whole.

Compound,aSyn yeast rescue
CCc1ccc(N(CC(=O)N2CCCC2)S(C)(=O)=O)cc1,-8.5%
Cn1nnnc1NN=Cc1ccccc1,2.0%
COc1cccc(/C=C/C(=O)OCC(=O)Nc2cccc(S(=O)(=O)N3CCOCC3)c2)c1OC,-20.8%
CC(C)(C)c1ccc(OCCC(=O)Nc2ccc(N3CCOCC3)cc2N2CCOCC2)cc1,-30.3%[inhibitor]
COc1ccc(-c2cc3nc(C)c(CCC(=O)NCCc4ccc(Cl)cc4)c(C)n3n2)c(OC)c1,-20.5%
CCN1CCCC1CNC(=O)c1ccc2c(c1)NC(=O)/C(=C\c1ccccc1F)S2 (configuration not stated),-2.3%
CCN(c1cccc(C)c1)S(=O)(=O)c1ccc(N2CCCCS2(=O)=O)cc1,1.4%
CCOC(=O)C1(Cc2cccc(OC)c2)CCN(Cc2cccc(O)c2)CC1,-1.0%
CCOc1ccc(C2c3c(oc4ccc(C)cc4c3=O)C(=O)N2CCCN(C)C)cc1 (configuration not stated),2.1%
CCC/C=C/c1ccc(CN2C(CC(C)C)C(=O)N(Cc3cn(Cc4ccco4)nn3)CCS2(=O)=O)cc1 (configuration not stated),7.4%

Reprinted from the part before: 7 entries; new compounds follow.
Compound,aSyn yeast rescue
CC(C)(C)c1ccc(OCCC(=O)Nc2ccc(N3CCOCC3)cc2N2CCOCC2)cc1,-30.3%[inhibitor]
COc1ccc(-c2cc3nc(C)c(CCC(=O)NCCc4ccc(Cl)cc4)c(C)n3n2)c(OC)c1,-20.5%
CCN1CCCC1CNC(=O)c1ccc2c(c1)NC(=O)/C(=C\c1ccccc1F)S2 (configuration not stated),-2.3%
CCN(c1cccc(C)c1)S(=O)(=O)c1ccc(N2CCCCS2(=O)=O)cc1,1.4%
CCOC(=O)C1(Cc2cccc(OC)c2)CCN(Cc2cccc(O)c2)CC1,-1.0%
CCOc1ccc(C2c3c(oc4ccc(C)cc4c3=O)C(=O)N2CCCN(C)C)cc1 (configuration not stated),2.1%
CCC/C=C/c1ccc(CN2C(CC(C)C)C(=O)N(Cc3cn(Cc4ccco4)nn3)CCS2(=O)=O)cc1 (configuration not stated),7.4%
O=C(C1CCC1)N1CCc2cc(S(=O)(=O)N3CCN(c4ccccc4)CC3)ccc21,5.9%
CC1CCCN(Cc2c(O)ccc3c2O/C(=C\c2ccco2)C3=O)C1 (configuration not stated),-2.6%
Cc1oc(-c2cccc(Cl)c2)nc1CN1CCC(C(=O)NCCCN2CCN(c3cccc(Cl)c3)CC2)CC1,-14.3%
Cc1ccc(C2CC(=O)n3nc(-c4ccc(F)cc4)nc3S2)cc1 (configuration not stated),0.5%
CCOC(=O)c1sc2ccccc2c1S(=O)(=O)Nc1ccc(OC)c(Cl)c1,20.1%
COC(=O)c1ccc(C(=O)OC)c(NC(=S)N2CCN(c3ccccc3F)CC2)c1,-0.4%
O=C(CN1C(=O)COc2ccccc21)NCC1CCCO1 (configuration not stated),-9.6%
COc1ccc(C)cc1NC(=O)N1CC(C)Sc2ccccc21 (configuration not stated),18.9%
COc1cccc(N2CCN(C(=O)C3CCN(S(=O)(=O)c4ccc5c(c4)oc(=O)n5C)CC3)CC2)c1,13.0%
CCCCN(CCCC)S(=O)(=O)c1ccc2oc(C(=O)NCc3ccccc3)c(C)c2c1,1.0%
COc1cc(C2c3c(oc4ccccc4c3=O)C(=O)N2Cc2ccccc2Cl)ccc1O (configuration not stated),2.1%
O=C(OC1CCCCC1=O)c1cc(Cl)ccc1[N+](=O)[O-] (configuration not stated),11.3%
CCc1ccc(-n2c(=O)c3c(C)c(C)sc3n(CC(=O)NCC3CCCO3)c2=O)cc1 (configuration not stated),4.3%
COc1ccc(NC(=O)C(C(C)C)N2Cc3ccccc3C2=O)cc1 (configuration not stated),9.2%
O=C(/C=C/c1ccco1)N(c1ccccn1)c1ccccn1,0.1%
COc1cccc(Cn2c(CNC(=O)Cc3cccc(C)c3)nc3cccnc32)c1,0.0%
CCN(CC)S(=O)(=O)c1cc(-c2ccc(=O)n(C(C)C(=O)Nc3cccc(C#N)c3)n2)ccc1C (configuration not stated),3.2%
O=C(CSc1cn(CC(=O)N2CCCC2)c2ccccc12)Nc1ccccc1C(F)(F)F,5.0%
COc1ccc(/C=C2\SC(=S)N(CCC(=O)N3CCOCC3)C2=O)cc1OC,6.8%
CN(CC(=O)Nc1c(Cl)cccc1Cl)C(=O)c1cc(S(=O)(=O)N(C)C)ccc1N1CCCC1,-0.5%
CC(Oc1ccccc1)C(=O)Nc1ccc(OCc2cc(=O)n3ccsc3n2)cc1 (configuration not stated),0.8%
O=C(CSc1nc2c([nH]c3ccccc32)c(=O)n1-c1ccc(Cl)cc1)N1CCOCC1,-2.5%
Cn1ccnc1C1CCCCN1C(=O)c1cc(COc2ccc(F)cc2F)on1 (configuration not stated),-6.5%
COc1ccc(OCC(=O)Nc2ccc(-c3nc4cc(C)c(C)cc4o3)cc2)cc1,1.9%
COc1ccc(NC(=O)CSc2nc(-c3ccccc3)nc3c2Cc2c(CO)cnc(C)c2O3)cc1Cl,1.9%
CCC(CC)C(=O)Nc1c2c(nn1-c1ccc(C)cc1)CS(=O)(=O)C2,-7.3%
Cc1cccc(-n2c(O)c(C=Nc3ccccc3)c3ccccc3c2=O)n1,17.0%
COc1cc(NC(=O)C(Cc2ccccc2)NS(=O)(=O)c2cccs2)cc(OC)c1 (configuration not stated),-11.0%
O=c1[nH]nc(Sc2ccccc2)c(=S)[nH]1,7.1%
COc1cccc(N2CCN(C(=O)CCn3nc(C)c(S(=O)(=O)N4CCCC4)c3C)CC2)c1,-5.0%
O=C(Cn1nc(C(F)(F)F)c2c1CCCC2)Nc1ccc(Br)cc1,0.6%
Cc1csc(SCC(=O)NC(=O)NCCC(C)C)n1,13.2%
COCCSc1nnc(NC(=O)CCS(=O)(=O)c2ccccc2)s1,6.5%
CCCc1noc(-c2ccc(N3CCCCC3)c([N+](=O)[O-])c2)n1,-3.8%
CCCCOc1ccc(C2=NC(c3cccs3)=Nc3ccc(OC)cc3N2)cc1,-4.6%
O=c1c2[nH]c3ccccc3c2nc(SCc2cccc(F)c2)n1-c1ccccc1,-4.0%
COc1ccc(-n2nc(C)c3c(C(F)(F)F)cc(-c4cccnc4)nc32)cc1,7.4%
O=C(CCC(=O)N1Cc2ccccc2Oc2ncccc21)NCc1ccccc1Cl,-4.4%
CC(C)(C)C(=O)OCc1cc(=O)n2nc(C3CC3)sc2n1,2.8%
COc1cc(C)ccc1Oc1nc(-c2ccccc2O)nc2ccccc12,-8.8%
O=C(O)c1cccc(NS(=O)(=O)c2ccc(NC(=O)c3ccco3)cc2)c1,7.3%
Cc1oc(-c2cccc(Cl)c2)nc1CSCC(=O)O,5.9%
Cc1cc(NC(=O)Nc2ccc(Cl)c(Cl)c2)no1,6.3%
Cc1ccc(Cn2cc(C(=O)c3ccc(C)cc3)c(=O)c3ccc(C)nc32)cc1,8.4%
CCCn1c(=O)c(C(=O)NNS(=O)(=O)c2ccc(NC(=O)OC)cc2)c(O)c2ccccc21,-8.0%
Cc1ccc(Cn2ccn(Cc3ccccc3C)c(=O)c2=O)cc1,-8.7%
COc1ccccc1NC(=O)Nc1cccnc1,-9.3%
Cc1noc(C)c1CSCC(=O)Nc1cc(S(=O)(=O)N2CCOCC2)ccc1OC(C)C,-10.5%
O=C(O)c1cc(/C=C/C(=O)c2cc(F)ccc2O)c2c(c1)COCO2,-7.6%
Cc1nn(Cc2ccc(F)cc2)c(C)c1NC(=O)c1cc2ncc(Br)cn2n1,2.1%

Next results
Compound,aSyn yeast rescue
CC(C)CC(NC(N)=O)C(=O)OCC(=O)N(Cc1ccccc1)Cc1ccccc1 (configuration not stated),6.8%
COc1ccc(C2c3c(n(C)c4ccccc34)C(=O)N2CC(=O)Nc2ccc(F)cc2)cc1 (configuration not stated),-1.7%
Cc1ccc(NC(=O)C2CCCN2S(=O)(=O)c2cccc3cccnc23)cc1C (configuration not stated),0.1%
Cc1ccc(CNC(=O)c2ccc(Cn3c(=O)c4ccccc4n(CC(=O)Nc4ccc(C)cc4C)c3=O)cc2)cc1,-3.9%
N#Cc1c(NC(=O)C2C3C=CC(C3)C2C(=O)O)sc2c1CCCCC2 (configuration not stated),-0.1%
CC(C)Oc1ccc(CSc2ncn[nH]2)cc1,-0.7%
Cc1ccc(N2CC(C(=O)Nc3cc(C)on3)CC2=O)c(C)c1 (configuration not stated),8.5%
Cc1ccc(S(=O)(=O)N2C[C@H]3C(=O)C[C@@H](c4ccc(Cl)cc4)N(S(=O)(=O)c4ccccc4C)[C@H]3C[C@H]2c2ccccc2)cc1,3.6%
Cc1ccc2nc(SCC(=O)Nc3ccc(F)cc3)nc(=O)n2c1,-1.8%
CCOc1ccc(NC(=O)CSc2oc(-c3cccs3)nc2S(=O)(=O)c2ccc(C)cc2)cc1,-2.4%
COc1ccc(CNC(=O)CN(C)S(=O)(=O)c2ccc3c(c2)c(=O)n(C)c(=O)n3C)cc1,0.4%
COc1ccc(C(CNC(=O)c2oc3ccc(Cl)cc3c2C)N2CCCCC2)cc1 (configuration not stated),0.6%
CCN(CC)S(=O)(=O)c1cccc(NC(=O)C2CC(=O)N(c3ccc4c(c3)OCCO4)C2)c1 (configuration not stated),-1.7%
Cc1ccc2oc(=O)c3cc(C(=O)NCCc4ccc(Cl)cc4)sc3c2c1,1.5%
COc1ccc(S(=O)(=O)NCc2ccncc2)cc1NC(=O)c1ccccc1C,-2.0%
Cc1ccc(-c2noc(-c3ccccc3NC(=O)C3CC(=O)N(c4cccc(C)c4)C3)n2)cc1 (configuration not stated),-11.5%
CC(C)c1nc(SCC(=O)N2CCCc3ccccc32)c2c(=O)n(C)c(=O)n(C)c2n1,2.0%
COc1ccc2c(c1)-c1nc(NC(=O)c3cccc(Br)c3)sc1CC2,1.0%
COc1cc(NC(=O)CN2C(=O)c3ccccc3Sc3ccc(C(=O)N4CCOCC4)cc32)cc(OC)c1OC,-4.4%
Cc1cc(NS(=O)(=O)c2ccc(NC(=O)/C=C/c3ccco3)cc2)nc(C)n1,3.1%
CCCC(O)c1nc2ccccc2n1CCCCOc1ccc(OC)cc1 (configuration not stated),-0.1%
CCn1c2ccccc2c2nnc(SCC(=O)Nc3ccccc3OC)nc21,-6.1%
O=C(O)CCCNc1cc(N2CCN(C3CCCCC3)CC2)c2noc3c2c1C(=O)c1ccccc1-3,-6.3%
Nc1cc(S(=O)(=O)Nc2ccc(Br)cc2)ccc1Cl,29.2%
Cc1ccc(C(=O)NCc2ccc3c(c2)OCO3)cc1C,-1.8%
C/C(=N\NC(=S)NCc1ccccc1)c1cccs1,-15.7%
COc1ccc(CNC(=O)Cc2c(C(=O)O)c(C)cn2C)cc1,3.9%
O=C(O)CCn1c(=O)c2cccn2c2cccnc21,1.7%
COc1cc(OC)c(NC(=O)N2CCc3cc(S(=O)(=O)N4CCC(C)CC4)ccc32)cc1Cl,-3.7%
COc1ccc(NC(=O)c2cc(C3CC3)nc3c2c(C)nn3-c2ccc(C)cc2)cc1OC,-18.9%
CCOC(=O)c1c(C)sc(-c2c(-c3ccc4c(c3)OCCO4)[nH]c3c2c(=O)n(C)c(=O)n3C)c1O,1.6%
Cn1c2ccc(F)cc2c2nnc(NN)nc21,0.4%
COc1cc2c(cc1OC)CN(C(=O)/C=C/c1ccccc1[N+](=O)[O-])CC2,21.1%
COCCn1c(SCC(=O)OC(C)C)nnc1-c1ccccc1,-0.3%
CC(=O)c1ccc(NC(=O)CSc2nnc3ccc(-c4ccc(Cl)cc4)nn23)cc1,9.5%
COc1cccc(NC(=O)N(C)C[C@@H]2OCc3cnnn3CCCC(=O)N([C@H](C)CO)C[C@@H]2C)c1,3.7%
COc1ccc(C(=O)Nc2cc3cc(Cl)ccc3oc2=O)cc1OC,-1.5%
CCOc1ccc(-n2c(SCC(=O)NC3CCCCC3)nc3c([nH]c4ccccc43)c2=O)cc1,17.6%
Cc1nc2sccn2c(=O)c1S(=O)(=O)Nc1ccc(N2CCN(S(C)(=O)=O)CC2)cc1,-10.6%
COc1ccc(N2CCN(C(=O)CS(=O)(=O)c3cccc4nsnc34)CC2)cc1,-1.9%

A different layout for 2 compounds above:
CC(=O)c1ccc(NC(=O)CSc2nnc3ccc(-c4ccc(Cl)cc4)nn23)cc1
  aSyn yeast rescue = 9.5%

COc1cc2c(cc1OC)CN(C(=O)/C=C/c1ccccc1[N+](=O)[O-])CC2
  aSyn yeast rescue = 21.1%

Additional entries
Compound,aSyn yeast rescue
COc1ccccc1-n1cn[nH]c1=S,-3.6%
Cc1ccc(C(=O)Nc2ccc3oc(-c4cccnc4)nc3c2)c(Cl)c1,-1.3%
COc1ccc(-n2c(SCC(=O)N3CCCc4ccccc43)nc3c([nH]c4ccccc43)c2=O)cc1,-0.3%
Cc1ccc(S(=O)(=O)CC(=O)Nc2sc3c(c2C(N)=O)CCCC3)cc1,-7.6%
Cc1ccc(CNC(=O)CN(c2cc(C)cc(C)c2)S(=O)(=O)c2c(C)[nH]c(=O)[nH]c2=O)cc1,4.2%
COCCn1c(SCC(=O)c2c[nH]c3ccccc23)nc2cc(C(=O)NCC(C)C)ccc2c1=O,-1.5%
CCc1nnc(NC(=O)c2ccc(COc3ccccc3Cl)o2)s1,4.3%
Fc1ccc(C(Nc2ccc(Cl)c(C(F)(F)F)c2)c2nnc(-c3ccccc3)o2)cc1 (configuration not stated),9.4%
Cc1nn(CCC#N)c(N)c1C1(O)C(=O)Nc2c(Cl)cc(Cl)cc21 (configuration not stated),11.2%
Cc1cnc([N+](=O)[O-])n1CCOC(=O)NC(=O)c1ccc(C(F)(F)F)cc1,-8.2%

Screening data: PubChem, National Center for Advancing Translational Sciences (NCATS)
